Screening data deposited in PubChem BioAssay by National Center for Advancing Translational Sciences (NCATS).
USP2a block: USP2a (human) protease inhibition | AID 463254 | USP2 core, Ub-CHOP2 coupled fluorogenic reporter, 485/531 | Potency, µM (series often up to 38.3 µM), inactives show at the highest dose activity change, negative = inhibition, hits mostly inhibitors | 0.01% of 330,000 active;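 also: potency is read from the fitted curve at half-maximal effect; plate controls were DMSO wells for no effect and full inhibition by NEM control for full effect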
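USP2 core (10nM final) preincubated 30min RT with compound in 20mM Tris-HCl pH 8.0, 2mM CaCl2, 2mM beta-mercaptoethanol, 0.05% CHAPS; 25nM Ub-CHOP2 plus 25nM reporter substrate added, fluorescence (Ex485/Em531) read after 60min.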
PKM2 activator: increases activity of human pyruvate kinase M2 | purified PKM2, Kinase-Glo ATP luminescence, activation; response scale: 0% is enzyme alone, no compound | Potency, µM (series often up to 57.5 µM), for the others: at the highest dose activation, usual class: activators | 0.34% of 260,000 active | AID 1631; also: potency is read from the fitted curve at half-maximal effect; % is scaled to controls: 0 for no effect and ±100 for the full control effect; nearly all actives have a fitted effect of over 55% in size
Target sequence (P14618 whole entry, looked up): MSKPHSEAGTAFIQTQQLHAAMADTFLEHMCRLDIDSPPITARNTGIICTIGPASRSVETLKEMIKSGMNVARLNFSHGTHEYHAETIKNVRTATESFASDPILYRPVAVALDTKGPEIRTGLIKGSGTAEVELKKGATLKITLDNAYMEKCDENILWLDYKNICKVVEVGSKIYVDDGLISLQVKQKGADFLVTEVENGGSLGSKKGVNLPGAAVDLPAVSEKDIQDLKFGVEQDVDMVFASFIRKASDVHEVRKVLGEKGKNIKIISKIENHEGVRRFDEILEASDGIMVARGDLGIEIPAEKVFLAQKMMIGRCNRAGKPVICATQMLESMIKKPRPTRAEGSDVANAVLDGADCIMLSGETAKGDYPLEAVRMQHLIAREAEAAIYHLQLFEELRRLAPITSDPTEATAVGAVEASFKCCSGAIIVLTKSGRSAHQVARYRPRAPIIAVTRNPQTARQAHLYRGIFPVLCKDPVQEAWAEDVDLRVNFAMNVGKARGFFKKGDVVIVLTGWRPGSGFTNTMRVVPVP
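Kinase-Glo luminescence reports ATP generated from ADP (0.1 mM) and PEP (0.5 mM) by purified hPK-M2 after 1 h at room temperature, pH 7.2 imidazole buffer; intermediate enzyme activity allows detecting inhibitors and activators.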
Menin-MLL TR inh: inhibitors of human menin-MLL interaction, mutant MLL peptide; Potency, µM (top dose mostly 61.6 µM), without a hit: top-dose FP activity change, negative = inhibition, actives largely listed as inhibitors; AID 1768; Menin + Texas Red MLL mutant peptide, fluorescence polarization; 0.23% of 270,000 active; O00255; active = well fitted inhibition curve with a large enough effect in the polarisation, with a control signal flat, not every such curve was filed as active; inconclusive = small, poorly fitted or top-dose-only effect, or effect the other way, or a change in a side signal; inactive = no such curve, though single readings can be large or run the other way; the % refers to the polarisation; also: potency is read from the fitted curve at half-maximal effect; % of control where 0% means no effect; many of its hits are not listed in these tables
KCNH2 3.1 inh: inhibitors of human KCNH2 3.1 potassium channel isoform; 0.95% of 340,000 active; activity change, % (tested at about 1.8 µM); U2OS KCNH2 3.1, thallium flux FluxOr; hits give low values; AID 720553;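 active = maximum activity change below -70%; inconclusive = maximum activity change from -70% to -50%; inactive = maximum activity change above -50%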;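 also: thallium influx rate constant from kinetic fluorescence after stimulation buffer; % is scaled to controls: 0 for no effect and ±100 for the full control effect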
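Channel expression came from 3.1 mutant virus (1.77 x 10^8 /mL) applied to suspended U2OS cells for 4 h. Flux was tracked with FluxOr dye plus Red40 quencher, and kinetic rate constants normalized to controls.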
CXXC DNA block: MLL CXXC-DNA interaction inhibition; AID 2662; Potency, µM (top dose mostly 115 µM), for inactives: top-dose activity change, negative = inhibition, most hits filed as inhibitors; 0.037% of 290,000 active; MLL-CXXC / FITC-HOXA9 DNA fluorescence polarization; Q03164; active = well fitted inhibition curve with a large enough effect in the polarisation, with a control signal flat, not every such curve was filed as active; inconclusive = small, poorly fitted or top-dose-only effect, or effect the other way, or a change in a side signal; inactive = no such curve, though single readings can be large or run the other way; the % refers to the polarisation; also: potency is read from the fitted curve at half-maximal effect
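Purified MLL-CXXC (added from a 7 uM solution) was preincubated 5 min at ambient with pinned compounds in 50 mM Tris-HCl pH 7.5, 50 mM NaCl, 1 mM DTT, 0.05% BSA. Fluorescein-labeled HOX-A9 DNA (50 nM solution) followed, 30 min, then polarization read.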
GALK inhibitor: galactokinase (human) inhibition | P51570 | Purified GALK, Kinase-Glo residual ATP luminescence | Potency, µM (doses to about 57.5 µM), for inactives: at the top dose activity change, negative = inhibition, usual class: inhibitors | 0.007% of 270,000 active; also: potency is read from the fitted curve at half-maximal effect; % is scaled to controls: 0 for no effect and ±100 for the full control effect
Target sequence (P51570 whole entry, looked up): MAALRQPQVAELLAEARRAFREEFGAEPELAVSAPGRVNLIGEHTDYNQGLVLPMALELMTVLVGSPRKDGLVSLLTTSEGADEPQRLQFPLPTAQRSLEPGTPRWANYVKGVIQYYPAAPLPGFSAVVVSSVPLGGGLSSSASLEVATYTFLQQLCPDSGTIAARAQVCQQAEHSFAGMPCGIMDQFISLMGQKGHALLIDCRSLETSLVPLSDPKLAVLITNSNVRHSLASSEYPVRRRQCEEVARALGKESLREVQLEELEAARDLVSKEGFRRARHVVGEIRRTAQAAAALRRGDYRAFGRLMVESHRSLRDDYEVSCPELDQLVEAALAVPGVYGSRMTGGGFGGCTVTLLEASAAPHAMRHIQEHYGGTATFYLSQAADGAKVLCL
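Galactose (100 uM) and ATP (35 uM) were turned over by 5 nM GALK for 1 h at RT. Kinase-Glo Plus then converted the remaining ATP into a luminescent signal.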
TRPV1 ag: activates the human vanilloid receptor TRPV1. Q8NER1. TRPV1-expressing cells, Fluo-8 calcium influx, agonist mode. 0.19% of 320,000 active. activation, % at 8.33 µM; in the data active = activation above about 80%; inconclusive = between about 30% and that limit; also: 0% is about no effect
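TRPV1-expressing cells were cultured overnight at 35.5C and loaded with Fluo-8 calcium dye for 40 to 90 min at room temperature. After a 10 s baseline, compound was added and calcium influx was read kinetically for 3 min (ex 480/em 520 nm).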
Giardia killer: kills Giardia lamblia; Giardia lamblia trophozoite viability; activity change, % at 7.66 µM, hits read low; 0.15% of 340,000 active; in the data active = activity change below about -80%; inconclusive = between about -30% and that limit;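 also: parasites exposed to compound for two days anaerobically before the ATP read; % is scaled to controls: 0 for no effect and ±100 for the full control effect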
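Each well holds 100 Giardia trophozoites and compound. After two days (48 hrs) at 37 deg C in anaerobic conditions, ATP is quantified by luminescence.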
FBPA coupling cs: coupling enzyme interference in Giardia aldolase counter-screen; coupling enzyme system counterscreen, AmpLite Red fluorescence; activity change, negative = inhibition, % at 58.2 µM, hits read low; 0.67% of 290,000 active; AID 2472; in the data active = activity change below about -30%; also: % is scaled to controls: 0 for no effect and ±100 for the full control effect
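Coupling enzymes only (glyceraldehyde-3-phosphate) + compound, at 57.5 uM final, 10 min RT; add substrate/coupling/AmpLite Red mix, 20 min RT; fluorescence ex 525/em 598 nm. Actives flag coupling-system interference.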
hERG WT inh: blocks the wildtype human KCNH2 potassium channel; Q12809; 0.37% of 340,000 active; AID 720551; activity change, % at 1.84 µM; U2OS, BacMam KCNH2, thallium flux FluxOr; hits give low values;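 active = maximum activity change below -70%; inconclusive = maximum activity change between -70% and -50%; inactive = maximum activity change above -50%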; also: % is scaled to controls: 0 for no effect and ±100 for the full control effect
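U2OS cells transduced with wild-type KCNH2 virus are loaded with FluxOr dye for 45 min, and thallium flux is measured in kinetic reads before and after stimulation buffer. Rate constants are normalized to DMSO controls.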
B2AR arrestin: agonists driving beta-arrestin recruitment to human beta2-adrenergic receptor; AID 492947; Potency, µM (top dose mostly 46.1 µM), for the others: at the top dose activation, hits mostly activators; beta-arrestin recruitment to beta2AR, cell-based reporter; 0.02% of 330,000 active; P07550;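 also: potency is read from the fitted curve at half-maximal effect; 0% = DMSO controls and full agonism = EC100 isoproterenol or metaproterenol; nearly all actives have a fitted effect of over 65% in size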
The depositor's hits bear a star; ? = inconclusive; . = no result given; & = joins results of further samples; [ ] = another dose, or the depositor's remark. Unless noted, calls follow the shape of the dose curve; as a rule, active = well fitted curve in the direction sought with a large enough effect; inconclusive = small, poorly fitted or top-dose-only effect, or another doubt; inactive = no such curve, though single readings can be large; an effect the other way counts as inactive or inconclusive. An excerpt. The share of hits here may be higher or lower than overall.

structure,TRPV1 ag,PKM2 activator,CXXC DNA block,USP2a block,B2AR arrestin,Menin-MLL TR inh,KCNH2 3.1 inh,Giardia killer,FBPA coupling cs,hERG WT inh,GALK inhibitor
COCCOc1cc(NC(=O)CS(=O)CC(=O)N(C)C)c(Cl)cc1Cl (stereo not given),2.1,-0.3%,2.2%,3.3%,5.3%,15.4%,9.4,-7.5,2.7,1.7,1.0%
COC(=O)C1=C(C(=O)OC)[C@@H]2N(C)c3ccc(OC)cc3[C@@]23C[C@@H](C(=O)OC)N(C(=O)C2CCC2)C3=N1,?,-4.0%[11.5 µM],2.0%,1.8%,0.0%,-28.5%[11.7 µM],-17.5,-2.7,0.0&-5.8,2.0,-1.6%
CCN(CC)c1ccc(/C=N/NC(=O)c2nnn(-c3nonc3N)c2-c2ccc(C)cc2)cc1,1.1,.,19.0%,2.0%,-0.1%,.,13.7,-18.8,.,1.0,1.4%
COc1ccc(C(C(=O)NC(C)(C)C)N(C(=O)CNC(=O)c2cccs2)c2ccc(C)cc2)cc1OC (stereo not given),13.9,3.4%,3.7%,-1.5%,0.4%,-1.7%,0.0,3.8,7.1,2.0,0.5%
c1ccc(COc2cccc(CN3CCCCC3)c2)cc1,2.0,0.0%,-2.4%,3.0%,-0.8%,-24.8%,-12.3,-13.8,2.3,-0.4,.
Cn1c(CCC(=O)OCC(=O)NCc2ccc3c(c2)OCO3)nc(=O)c2ccccc21,0.2,8.2%,-11.8%,-5.7%,0.3%,-6.5%,-8.5,-12.7,-1.5,0.3,1.4%
CC[C@H]1OC(=O)[C@H](C)[C@@H](O[C@H]2C[C@@](C)(OC)[C@@H](O)[C@H](C)O2)[C@H](C)[C@@H](O[C@@H]2O[C@H](C)C[C@H](N(C)C)[C@H]2O)[C@](C)(O)C[C@@H](C)[C@@H]2N[C@@H](COCCOC)O[C@H]([C@H]2C)[C@]1(C)O,-3.0,5.9%,1.4%,-4.9%,0.3%,?,5.8,-0.5,3.4,-1.0,-0.9%
Cc1ccc(-c2nn(C)c(=O)c3ccccc23)cc1CO,-3.3,-10.7%,0.9%,3.0%,-0.9%,0.8%,-11.1,1.2,-3.9,3.4,0.0%
Cc1ccccc1CCN(C(=O)CN1C(=O)c2ccccc2S1(=O)=O)C(C(=O)NCC1CCCO1)c1ccncc1 (stereo not given),-0.2,2.0%,10.0%,-0.3%,-0.1%,6.9%,7.2,-0.6,1.3,9.5,1.6%
CCc1ccc(-c2cc(C)no2)cc1S(=O)(=O)NCc1ccco1,3.5,4.4%[0.46 µM],-5.1%,-1.1%,0.2%,14.3%,3.4,-1.9,0.2,-5.6,-2.1%
Cc1cccc(NC(=O)c2nc[nH]c2C(=O)N[C@@H](CCCCNC(=O)OC(C)(C)C)C(=O)OC(C)(C)C)c1,1.5,-9.9%,-15.0%,-10.3%,0.2%,.,-3.6,-14.2,-9.3,1.5,-1.7%
CC12CCC(C(=O)N(NC(=O)c3cccnc3)C1=O)C2(C)C (stereo not given),2.2,14.7%,3.6%,2.1%,-0.1%,4.5%,-0.2,-2.1,1.3,3.1,-0.4%

(list continues)
structure,TRPV1 ag,PKM2 activator,CXXC DNA block,USP2a block,B2AR arrestin,Menin-MLL TR inh,KCNH2 3.1 inh,Giardia killer,FBPA coupling cs,hERG WT inh,GALK inhibitor
Cn1c(=O)[nH]c(=O)c2c1nc(NCCCO)n2Cc1ccc(F)cc1,-0.6,-9.1%,2.4%,0.0%,0.0%,1.7%,2.1,-4.4,1.8,1.7,3.7%
COc1cccc(CN2CC(C(=O)N(C)C3CCOCC3)CCC2=O)c1 (stereo not given),-0.7,.,4.8%,3.3%,-0.1%,4.8%,15.1,10.3,-1.8,4.8,-7.0%
Cc1cc(C(F)(F)F)nn1CC(=O)NNC(=S)Nc1ccc(F)cc1,1.4,11.4%,2.9%,2.5%,0.1%,9.1%,-0.7,7.6,4.8,15.0,0.6%
CC(=O)Nc1ccc(NC(=O)c2cc(=O)c3ccccc3o2)cc1,2.9,-16.8%,4.0%,1.3%,0.1%,?,-13.6,-3.8,0.6,-2.1,-3.5%
CC(C)c1ccccc1NC(=S)N(C)C,.,-16.9%,8.1%,-4.8%,-0.7%,.,1.0,-8.0,-4.0,-2.8,1.8%
COc1ccccc1Nc1nc(-c2cccc(N3C(=O)c4ccccc4C3=O)c2)cs1,0.5,1.1%,-4.2%,3.1%,0.4%,-19.1%,4.7,11.1,0.9,14.3,-0.3%
O=C(CCCN1CCC(C(=O)c2ccc(F)cc2)CC1)c1ccc(F)cc1,-1.9,-3.3%,-3.8%&14.7%,0.0%,0.0%,-17.2%&-9.7%,-103.3*,-8.5,1.0,-74.1*,2.3%
O=C(COC(=O)c1ccc([N+](=O)[O-])cc1Cl)NC(=O)c1ccccc1,-2.5,.,.,-1.5%,-0.9%,.,-1.8,-4.7,.,-3.7,.
O=C(NC(Nc1nc2ccc([N+](=O)[O-])cc2s1)(C(F)(F)F)C(F)(F)F)c1ccccc1,7.9,6.7%,9.8%,-0.3%,-0.1%,8.3%,4.5,21.6,1.0,-8.2,-3.6%
Cc1ccc(CSc2nc3ccsc3c(=O)n2Cc2ccccn2)cc1,3.5,3.0%,0.1%,1.5%,-0.3%,-1.2%,-29.8,-10.5,3.1,-12.1,2.3%
CC(C)Cn1c(=O)c(C(=O)NCc2ccc3c(c2)OCO3)c(O)c2ccccc21,5.6,.,-19.4%,-1.5%,0.7%,55.1%[activator],-10.3,8.6,-0.3,2.5,-0.3%
Cc1cc(C)c(NC(=O)c2cnn(C)c2)c(C)c1,0.1,-8.6%,-1.5%,4.1%,-0.8%,-14.2%,0.2,6.4,-1.8,-10.7,.

Carrying on.
structure,TRPV1 ag,PKM2 activator,CXXC DNA block,USP2a block,B2AR arrestin,Menin-MLL TR inh,KCNH2 3.1 inh,Giardia killer,FBPA coupling cs,hERG WT inh,GALK inhibitor
c1cnn(Cc2cnc(N3CCOCC3)s2)c1,-2.2,-0.9%,-3.8%,1.6%,-1.0%,3.5%,2.1,?,3.8,4.4,0.1%
CCOc1ccccc1N(C)S(=O)(=O)c1ccc2[nH]cc(C(=O)N(CCOC)CCOC)c(=O)c2c1,0.1,.,30.2%,2.6%,-0.8%,1.2%,3.0,-1.5,-6.2,-7.7,0.0%
Cc1ccc(C(=O)NCCc2nnc3ccc(SCC(=O)Nc4cc(C)on4)nn23)cc1,-4.8,-7.0%,9.6%,1.2%,-0.3%,6.4%,-1.8,1.0,-4.5,1.9,-1.7%
COc1cc(C(=O)N2CCN(S(=O)(=O)c3ccc(F)cc3)CC2)cc(OC)c1OC,3.8,?,-9.8%,-0.7%,0.1%,0.1%,-9.0,11.0,-5.6,-0.2,0.9%
CCOC(=O)c1ccc(NC(=O)COc2ccc(S(=O)(=O)NC(C)C)cc2)cc1,2.6,9.4%,16.8%,3.1%,0.2%,22.0%,-0.1,-0.7,-0.5,0.1,0.0%
O=C(CCNS(=O)(=O)c1ccccc1)N1CCN(c2ccccc2F)CC1,4.5,.,1.4%,-2.6%,0.0%,.,2.7,-5.0,.,-1.8,-0.9%
CSc1cccc(NS(=O)(=O)c2ccccc2)c1,-3.5,-0.1%,13.5%,3.1%,-0.3%,-4.7%,-2.6,3.9,-3.0,5.9,-0.5%
Cc1cccc(OCC(=O)N(Cc2cccs2)C2CCS(=O)(=O)C2)c1C (stereo not given),5.0,-8.0%,2.2%,2.3%,-0.1%,-10.1%,13.6,-29.8,3.0,-5.5,-0.2%
COc1ccc(COc2ccsc2C(=O)Nc2ccc(Cl)cc2)cc1,2.8,5.7%,8.1%,-0.7%,-0.1%,38.0%[activator],-8.7,-11.7,1.1,-12.4,0.6%
COc1ccc(NC(=O)C2CCCN(C(=O)c3ccc(Cl)cc3)C2)cc1S(=O)(=O)N(C)C (stereo not given),-3.9,.,.,-0.7%,-0.3%,.,4.7,-6.6,.,1.7,.
CCC1CCCCN1C(=O)CSc1nc2c([nH]c3ccccc32)c(=O)n1C (stereo not given),25.9,-13.4%,-0.9%,0.2%,-1.1%,-0.9%,-12.2,-2.6,-2.3,-3.7,-1.4%
O=C(COc1ccc(S(=O)(=O)N2CCCCC2)cc1)NCc1cccnc1,9.4,-1.0%,-2.3%,2.1%,-0.1%,3.7%,7.2,3.5,2.2,-30.0,0.1%
Cc1cccc(OCCCC(=O)Nc2ccc(S(=O)(=O)Nc3ncccn3)cc2)c1C,0.7,1.7%,4.4%,-0.7%,-0.4%,.,11.1,20.0,.,5.5,2.8%
